Screening results deposited in PubChem by The Scripps Research Institute Molecular Screening Center.
SRC1 TRFRET art: flags TR-FRET format artefacts in PPARgamma SRC-1 recruitment agonist screen | TR-FRET detection artefact counter-screen, emission ratio; hits give high values | TR-FRET ratio at 8 µM | 0.34% of 99,000 active | AID 1051; in the data active = TR-FRET ratio above about 2300; also: inactives centre near 1800; reference of the scale not given here
SRC3 TRFRET art: TR-FRET artefact, counter-screen to PPARgamma/SRC-3 agonist assay. PPARgamma/SRC-3 format; hits give high values. AID 1048. TR-FRET ratio at 8 µM. 0.39% of 99,000 active; in the data active = TR-FRET ratio above about 2000; also: inactives centre near 1600; reference of the scale not given here
An asterisk follows results filed as active.

Screening COCC1CCN(C(=O)c2cc(COc3ccc4ncccc4c3)on2)CC1 returned SRC1 TRFRET art 1625 and SRC3 TRFRET art 1688.
O=C(c1ccc(N2CCCCC2)c([N+](=O)[O-])c1)N1CCN(c2ccccn2)CC1 was read as SRC1 TRFRET art 2061 and SRC3 TRFRET art 1703.
Cc1ccc2nc(N3CCOCC3)c(C=O)c(=O)n2c1 was read as SRC1 TRFRET art 1758 and SRC3 TRFRET art 1572.
For CC(=O)c1ccc(NC(=O)CN2C(=O)CCC2=O)cc1 the results were SRC1 TRFRET art 1791 and SRC3 TRFRET art 1663.
For CCOc1ccc(N=C2NC(=O)C(CC(=O)Nc3ccc(OC)cc3)S2)cc1 (stereo not drawn) the results were SRC1 TRFRET art 1738 and SRC3 TRFRET art 1476.
`CS(=O)(=O)N(CC(=O)Nc1cccc([N+](=O)[O-])c1)c1ccccc1F` gave SRC1 TRFRET art 1749 and SRC3 TRFRET art 1539.
O=C(CSc1nnnn1-c1ccc(F)cc1)c1ccc(O)c(O)c1 was read as SRC1 TRFRET art 2185 and SRC3 TRFRET art 1676.
For COCCSc1nnc(NS(=O)(=O)c2ccc(F)cc2)s1 the results were SRC1 TRFRET art 1848 and SRC3 TRFRET art 1420.
Screening COc1ccc(/C=N/NC(=O)c2ccc(CN3c4cccc5cccc(c45)S3(=O)=O)cc2)cc1 returned SRC1 TRFRET art 1638 and SRC3 TRFRET art 1547.
Cc1ccc(C(=O)N(CC(=O)NC2CCCC2)c2ccc3c(c2)OCCO3)s1 was read as SRC1 TRFRET art 1747 and SRC3 TRFRET art 1584.
For CCc1sc(NC(=O)CCC(=O)O)nc1-c1cc2ccccc2oc1=O the results were SRC1 TRFRET art 1986 and SRC3 TRFRET art 1405.
`CCn1cc(/C=C/C(=O)Nc2c(C)nn(Cc3ccccc3C)c2C)cn1` gave SRC1 TRFRET art 1839 and SRC3 TRFRET art 1692.
Cc1ccc(C)c(N2CCN(C(=O)c3cccn4c(=O)c5sccc5nc34)CC2)c1 was read as SRC1 TRFRET art 1597 and SRC3 TRFRET art 1538.
`CCN(CC)S(=O)(=O)c1cccc(NC(=O)COC(=O)C2COc3ccccc3O2)c1` (stereo not drawn) gave SRC1 TRFRET art 1547 and SRC3 TRFRET art 1483.
O=C(Nc1cnn(Cc2ccc(F)cc2)c1)c1noc2c1CCCC2 was read as SRC1 TRFRET art 1714 and SRC3 TRFRET art 1689.
Screening COc1cc(/C=N/NC(=O)CCc2n[nH]c(=O)[nH]c2=O)cc(OC)c1OC returned SRC1 TRFRET art 1649 and SRC3 TRFRET art 1292.
`CCCCCCCNc1nc(Cl)nc(NCCO)n1` gave SRC1 TRFRET art 1622 and SRC3 TRFRET art 1509.
Screening CCn1nnc(NC(=O)C(C)(c2ccccc2)c2ccccc2)n1 returned SRC1 TRFRET art 1570 and SRC3 TRFRET art 1815.
O=C(Nc1ccc(Cl)cn1)c1ccc(COc2ccccc2Br)o1 was read as SRC1 TRFRET art 1996 and SRC3 TRFRET art 1521.
Screening CCOC(=O)C1=c2/c(=C/c3ccncc3)c(N)c(C(=O)OC)n2C(=O)C(c2ccncc2)S1 (stereo not drawn) returned SRC1 TRFRET art 1707 and SRC3 TRFRET art 1442.
`O=C1N(c2ccc3c(c2)OCCO3)C(c2ccccc2)C1(F)F` (stereo not drawn) gave SRC1 TRFRET art 1678 and SRC3 TRFRET art 1550.
Cc1ccccc1NC(=O)CNC(=O)c1ccc(C(F)(F)F)cc1 was read as SRC1 TRFRET art 2198 and SRC3 TRFRET art 1598.
For CCOc1ccc(-c2nnc3ccc(SCC(=O)Nc4nc5ccc(C)cc5s4)nn23)cc1 the results were SRC1 TRFRET art 1645 and SRC3 TRFRET art 1807.
O=C(N/N=C/c1nn(-c2ccccc2)cc1-c1ccc(Cl)cc1)c1ccncc1 was read as SRC1 TRFRET art 1377 and SRC3 TRFRET art 1445.
O=C(CSCc1c(Cl)cccc1Cl)Nc1cccnc1 was read as SRC1 TRFRET art 1958 and SRC3 TRFRET art 1576.
Screening COc1ccc(N=c2oc3c(OC)cccc3cc2C(=O)NCc2ccco2)cc1OC returned SRC1 TRFRET art 1476 and SRC3 TRFRET art 1562.
C[C@@H]1CN(c2nc3nonc3nc2N2CCSCC2)C[C@H](C)O1 was read as SRC1 TRFRET art 1532 and SRC3 TRFRET art 1316.
For CCCN(CCC)S(=O)(=O)c1ccc(C(=O)NCc2n[nH]c(=S)n2-c2ccc(Cl)c(Cl)c2)cc1 the results were SRC1 TRFRET art 1804 and SRC3 TRFRET art 1580.
`CCN(c1ccccc1)S(=O)(=O)c1ccc(Cl)nc1` gave SRC1 TRFRET art 1755 and SRC3 TRFRET art 1545.
Screening C/C(=N\NC(=O)c1ccccc1)c1ccccc1F returned SRC1 TRFRET art 2076 and SRC3 TRFRET art 1364.
Screening CCc1ccc(/C=C2/C(=O)N(CC)C(=S)N2C)s1 returned SRC1 TRFRET art 2019 and SRC3 TRFRET art 1795.
COc1cccc(CN2CCNC(=O)C2CC(=O)N(C)CCc2ccccn2)c1 (stereo not drawn) was read as SRC1 TRFRET art 1882 and SRC3 TRFRET art 1729.
For O=C(CSc1nnc(COc2ccccc2)o1)Nc1nccs1 the results were SRC1 TRFRET art 1830 and SRC3 TRFRET art 1699.
Screening Cc1cc2c(cc(C(=O)NCCCN3CCOCC3)n2Cc2ccc(Cl)cc2)o1 returned SRC1 TRFRET art 2084 and SRC3 TRFRET art 1731.
Screening C=CCOc1c(Br)cc(/C=N\n2nnnc2N)cc1OC returned SRC1 TRFRET art 1965 and SRC3 TRFRET art 1511.
For CN(C)CCNC(=O)COc1ccc(C23CC4CC(CC(C4)C2)C3)cc1 the results were SRC1 TRFRET art 1543 and SRC3 TRFRET art 1315.
Screening COc1ccc(OC)c(-n2c(-c3cccc(C)c3)n[nH]c2=S)c1 returned SRC1 TRFRET art 1964 and SRC3 TRFRET art 1811.
COc1ccc(CCNC(=O)c2ccc(-c3ccc([N+](=O)[O-])cc3Cl)o2)cc1 was read as SRC1 TRFRET art 1826 and SRC3 TRFRET art 1498.
For COCCn1c(SCC#N)nnc1-c1ccccc1O the results were SRC1 TRFRET art 1518 and SRC3 TRFRET art 1798.
COCc1c(C(=O)N/N=C/C2CC=CCC2)nnn1-c1nonc1N (stereo not drawn) was read as SRC1 TRFRET art 1647 and SRC3 TRFRET art 1697.

Among those listed so far, these contain two or more sulfur atoms:
For COCCSc1nnc(NS(=O)(=O)c2ccc(F)cc2)s1 the results were SRC1 TRFRET art 1848 and SRC3 TRFRET art 1420.
For CCOc1ccc(-c2nnc3ccc(SCC(=O)Nc4nc5ccc(C)cc5s4)nn23)cc1 the results were SRC1 TRFRET art 1645 and SRC3 TRFRET art 1807.
For CCCN(CCC)S(=O)(=O)c1ccc(C(=O)NCc2n[nH]c(=S)n2-c2ccc(Cl)c(Cl)c2)cc1 the results were SRC1 TRFRET art 1804 and SRC3 TRFRET art 1580.
Screening CCc1ccc(/C=C2/C(=O)N(CC)C(=S)N2C)s1 returned SRC1 TRFRET art 2019 and SRC3 TRFRET art 1795.
For O=C(CSc1nnc(COc2ccccc2)o1)Nc1nccs1 the results were SRC1 TRFRET art 1830 and SRC3 TRFRET art 1699.

Next results
For CN(C)c1nc(N)c([N+](=O)[O-])c(NCc2ccccc2)n1 the results were SRC1 TRFRET art 1550 and SRC3 TRFRET art 1778.
Screening CCNC(=S)Nc1cccc(S(=O)(=O)NC2=NCCC2)c1 returned SRC1 TRFRET art 1986 and SRC3 TRFRET art 1804.
Screening CC(C)CCn1c(=O)c2ccccc2n2c(CCl)nnc12 returned SRC1 TRFRET art 1685 and SRC3 TRFRET art 1527.
Screening Cc1ccc(F)c(NC(=O)/C(C#N)=C(\O)c2ccc(C(C)(C)C)cc2)c1 returned SRC1 TRFRET art 1800 and SRC3 TRFRET art 1519.
Screening N=c1c2c(ncn1Cc1ccco1)Oc1c(ccc3ccccc13)C2c1ccccc1 (stereo not drawn) returned SRC1 TRFRET art 1531 and SRC3 TRFRET art 1538.
COCCn1c(CN2CCc3ccccc3C2)nc2c1c(=O)n(C)c(=O)n2C was read as SRC1 TRFRET art 1805 and SRC3 TRFRET art 1503.
Cc1nc(NCCc2ccc(F)cc2)c(C#N)c(C)c1[N+](=O)[O-] was read as SRC1 TRFRET art 1827 and SRC3 TRFRET art 1658.
`O=c1c2ccccc2c(-c2ccc(O)cc2)nn1-c1cccc(C(F)(F)F)c1` gave SRC1 TRFRET art 2074 and SRC3 TRFRET art 1640.
Screening Clc1ccc2c(N/N=C/c3cccc(Br)c3)ccnc2c1 returned SRC1 TRFRET art 1851 and SRC3 TRFRET art 1706.
Screening O=C(CCN1C(=O)/C(=C/c2ccccc2Cl)SC1=S)NC1=NCCS1 returned SRC1 TRFRET art 2151 and SRC3 TRFRET art 1742.
COc1ccccc1NC(=O)Cn1nc(-c2ccc3c(c2)OCCO3)ccc1=O was read as SRC1 TRFRET art 1553 and SRC3 TRFRET art 1574.
Screening C/C(=N\NC(=O)C(N)=O)c1cccc([N+](=O)[O-])c1 returned SRC1 TRFRET art 1576 and SRC3 TRFRET art 1547.
Cc1ccc[n+](-c2nc([O-])sc2C=O)c1 was read as SRC1 TRFRET art 1759 and SRC3 TRFRET art 1493.
`O=C(Nc1ccccc1F)C1CC1c1ccccc1` (stereo not drawn) gave SRC1 TRFRET art 1837 and SRC3 TRFRET art 1593.
Screening CCOC(=O)N1CCN(C(=S)Nc2cccc(C)c2C)CC1 returned SRC1 TRFRET art 1935 and SRC3 TRFRET art 1786.
Screening Cc1ccccc1Nc1n[nH]c(C)c1[N+](=O)[O-] returned SRC1 TRFRET art 1803 and SRC3 TRFRET art 1479.
Screening Cn1cc(CN2CCc3c([nH]c4ccccc34)C2C(C)(C)C)cn1 (stereo not drawn) returned SRC1 TRFRET art 1979 and SRC3 TRFRET art 1637.
Screening O=C(CCCc1cccs1)Nc1nc(-c2ccc(F)cc2)cs1 returned SRC1 TRFRET art 1796 and SRC3 TRFRET art 1719.
`Cc1nc2ccccc2c2oc(C(=O)Nc3ccc(C(C)C)cc3)cc12` gave SRC1 TRFRET art 1660 and SRC3 TRFRET art 1461.
For Cc1ccc(C)n1-c1ccc(C(=O)N2CCC(C(N)=O)CC2)cc1 the results were SRC1 TRFRET art 2046 and SRC3 TRFRET art 1563.

Reprinted at random: 2 entries already listed
Screening O=C(CCN1C(=O)/C(=C/c2ccccc2Cl)SC1=S)NC1=NCCS1 returned SRC1 TRFRET art 2151 and SRC3 TRFRET art 1742.
Screening Clc1ccc2c(N/N=C/c3cccc(Br)c3)ccnc2c1 returned SRC1 TRFRET art 1851 and SRC3 TRFRET art 1706.

The listing picks up, starting 2 compounds before the break.
`Cc1nc2ccccc2c2oc(C(=O)Nc3ccc(C(C)C)cc3)cc12` gave SRC1 TRFRET art 1660 and SRC3 TRFRET art 1461.
For Cc1ccc(C)n1-c1ccc(C(=O)N2CCC(C(N)=O)CC2)cc1 the results were SRC1 TRFRET art 2046 and SRC3 TRFRET art 1563.
`CC(=O)c1ccc(N2C(=O)[C@@H]3C(C(=O)CCN4C(=O)c5ccccc5C4=O)=NN[C@@H]3C2=O)cc1` gave SRC1 TRFRET art 1749 and SRC3 TRFRET art 1679.
`CC1(C)CC(=O)C(C(C2=C(O)CC(C)(C)CC2=O)c2ccc(O)c([N+](=O)[O-])c2)=C(O)C1` gave SRC1 TRFRET art 1772 and SRC3 TRFRET art 1454.
`O=C(NN1CCOCC1)c1cc(S(=O)(=O)Nc2cccc(C(F)(F)F)c2)ccc1Cl` gave SRC1 TRFRET art 1531 and SRC3 TRFRET art 1660.
`CC(C)(C)[C@]1(O)CCN2C[C@H]3c4ccccc4CCc4cccc(c43)[C@@H]2C1` gave SRC1 TRFRET art 1741 and SRC3 TRFRET art 1658.
COC(=O)N/N=C/c1cn(Cc2ccc(Cl)cc2Cl)c2ccccc12 was read as SRC1 TRFRET art 1977 and SRC3 TRFRET art 1537.
Screening COc1cccc(N2CCN(CC(=O)NC(=O)NCc3ccco3)CC2)c1 returned SRC1 TRFRET art 1931 and SRC3 TRFRET art 1672.
O=C(N/N=C/c1ccc(OC(F)F)cc1OC(F)F)c1cccc(S(=O)(=O)N2CCOCC2)c1 was read as SRC1 TRFRET art 1802 and SRC3 TRFRET art 1449.
`CCOC(=O)N1CCN(C(=O)CSc2nnc(-c3cc(OC)ccc3OC)o2)CC1` gave SRC1 TRFRET art 1812 and SRC3 TRFRET art 1322.
COCC(=O)NCc1ccc2c(c1)cc(C)n2C was read as SRC1 TRFRET art 1864 and SRC3 TRFRET art 1649.
Screening CCSc1nnc(NS(=O)(=O)c2ccc(C)cc2)s1 returned SRC1 TRFRET art 1859 and SRC3 TRFRET art 1570.
COc1cccc(C(=O)Nc2cc(S(=O)(=O)N3CCCCC3)ccc2OC)c1 was read as SRC1 TRFRET art 1933 and SRC3 TRFRET art 1677.
Screening CC(C)CNC(=O)COC(=O)c1ccccc1OCC(=O)Nc1ccc(Br)cc1 returned SRC1 TRFRET art 1701 and SRC3 TRFRET art 1440.
For O=C(c1ccc(Br)o1)N(Cc1ccccc1)Cc1ccccc1 the results were SRC1 TRFRET art 1717 and SRC3 TRFRET art 1667.
CC1CCN(S(=O)(=O)c2ccc(C(=O)Nc3ccccc3-c3nc4ccccc4[nH]3)cc2)CC1 was read as SRC1 TRFRET art 1652 and SRC3 TRFRET art 1233.
For CN(C)/C=C/C(=O)c1cnc2sccn2c1=O the results were SRC1 TRFRET art 1796 and SRC3 TRFRET art 1721.
Cc1cccc(NC(=O)N(Cc2cc3cc(C)ccc3[nH]c2=O)CC2COCCO2)c1 (stereo not drawn) was read as SRC1 TRFRET art 1743 and SRC3 TRFRET art 1624.
O=S(=O)(c1ccc2c(c1)OCCO2)N1CCN(c2ncnc3sccc23)CC1 was read as SRC1 TRFRET art 1882 and SRC3 TRFRET art 1547.
O=C(CNS(=O)(=O)c1cccs1)Nc1ccc2c(c1)OCCO2 was read as SRC1 TRFRET art 1908 and SRC3 TRFRET art 1763.
`O=C(CSc1nc(-c2ccco2)cc(C(F)(F)F)n1)NCCCN1CCOCC1` gave SRC1 TRFRET art 1775 and SRC3 TRFRET art 1709.

Only part of the results is shown (hit frequency here may not be typical).
